NLRP3 yeast inh = inhibitors of NALP3 inflammasome in yeast. 330,000 tested, 0.39% active. AID 2825. inhibition, % at 10 µM. Yeast reconstituted NLRP3/ASC/caspase-1, beta-gal luminescence, 24 h;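 active = inhibition of 50% or more; inactive = inhibition below 50%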;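 also: plate controls were induced DMSO wells for no effect and uninduced yeast grown without galactose for full effect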
A3A deaminase = blocks human APOBEC3A ssDNA deamination. P31941. 330,000 tested, 0.41% active. recombinant A3A, FAM/TAMRA ssDNA deamination fluorescence. inhibition, % at 20 µM;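 active = at least 40% inhibition at 20 µM here, with at most 30% in a related deaminase screen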;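 also: plate controls were A3A with DMSO for no effect and wells lacking A3A enzyme for full effect; some results filed as inactive read as strong as hits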
Target sequence (P31941 whole entry, looked up): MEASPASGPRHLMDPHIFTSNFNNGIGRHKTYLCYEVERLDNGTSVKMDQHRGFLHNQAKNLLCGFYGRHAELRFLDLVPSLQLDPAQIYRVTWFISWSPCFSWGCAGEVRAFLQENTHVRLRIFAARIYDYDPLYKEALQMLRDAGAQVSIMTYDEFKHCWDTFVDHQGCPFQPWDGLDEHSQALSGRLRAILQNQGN
hIAP activ = increases human intestinal alkaline phosphatase activity | P09923 | purified human IAP, CDP-Star luminescence, 30 min; hits give high values; 1 = vehicle-only enzyme, 0 = enzyme-free background | activation factor at 10 µM | 330,000 tested, 0.16% active | AID 2524;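 active = activation factor of the enzyme at least 2-fold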; also: the source names both 10 and 20 µM as test concentration; values of inactives mirror those of a sister screen read the other way
mIAP inh = mouse IAP inhibition | purified mouse IAP, CDP-Star luminescence, 30 min | inhibition, % at 10 µM | 330,000 tested, 0.2% active | AID 2806;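 active = inhibition of at least 40% at 10 µM in the primary screen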;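 also: plate controls were DMSO with enzyme for no effect and no enzyme wells for full effect; values of inactives mirror those of a sister screen read the other way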
SENP1 FRET inh = blocks the human SENP1 SUMO protease catalytic domain; recombinant SENP1 catalytic domain, CyPet-SUMO1-YPet FRET cleavage; 360,000 tested, 0.21% active; inhibition, % at 10 µM; Q9P0U3; AID 624204;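 active = inhibition at least 30% at 10 µM, raw YFP signal under a set limit, fluorescence ratio 0.5 to 1.5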;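 also: 0% = enzyme with DMSO and 100% = no enzyme wells; some results filed as inactive read as strong as hits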
Target sequence (Q9P0U3 419-644 limits assumed): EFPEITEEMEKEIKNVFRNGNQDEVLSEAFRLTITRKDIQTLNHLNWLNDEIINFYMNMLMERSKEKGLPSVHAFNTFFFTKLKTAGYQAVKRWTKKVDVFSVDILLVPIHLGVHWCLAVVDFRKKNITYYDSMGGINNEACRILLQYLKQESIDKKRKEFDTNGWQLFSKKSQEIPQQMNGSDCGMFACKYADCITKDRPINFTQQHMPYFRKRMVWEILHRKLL
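Test system: hSENP1 catalytic domain, recombinant; Amount: 20 pM final SENP1 enzyme; Medium: Tris pH 8 buffer plus EDTA, NaCl, BME, BSA, NP40, catalase; Schedule: 50 min enzyme reaction, room temperature, light-protected; Technique: FRET fluorescence in CFP and YFP emission channels; Controls: no-enzyme wells low, DMSO-plus-enzyme wells high control.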
APOBEC3G inh = blocks human APOBEC3G single-stranded DNA deamination. inhibition, % at 20 µM. recombinant A3G, ssDNA deamination FAM/TAMRA fluorescence. 330,000 tested, 0.28% active. Q9HC16;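 active = inhibition of at least 40% at 20 µM, with no more than 30% in the related APOBEC3A deaminase screen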;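 also: plate controls were DMSO wells with A3G for no effect and wells lacking A3G enzyme for full effect; some compounds called inactive have numbers as strong as hits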
Target sequence (Q9HC16 whole entry, looked up): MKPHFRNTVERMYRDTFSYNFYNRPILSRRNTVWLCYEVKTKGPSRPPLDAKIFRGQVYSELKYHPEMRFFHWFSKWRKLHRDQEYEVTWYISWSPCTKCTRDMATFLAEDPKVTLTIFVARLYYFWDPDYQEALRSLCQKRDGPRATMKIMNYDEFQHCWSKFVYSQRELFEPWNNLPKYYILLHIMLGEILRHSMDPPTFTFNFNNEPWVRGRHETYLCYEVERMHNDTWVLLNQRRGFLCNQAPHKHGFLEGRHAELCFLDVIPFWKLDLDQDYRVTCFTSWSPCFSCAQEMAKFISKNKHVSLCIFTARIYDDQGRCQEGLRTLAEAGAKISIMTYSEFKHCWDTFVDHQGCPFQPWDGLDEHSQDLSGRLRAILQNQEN
MIN6 prolif = MIN6 beta-cell proliferation induction; proliferation, % at 10 µM; 330,000 tested, 0.29% active; AID 2380; MIN6 cells proliferation, ATPlite luminescence, 48 h; cells starved in 0.2% serum; 100% = growth in 10% serum;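 active = compounds whose signal lies at least 3.5 SD above the mean of all wells on their plate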;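 also: 0% = DMSO-treated cells in low-serum medium and 100% = 10% serum control; some compounds called inactive have numbers as strong as hits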
hIAP block = blocks human intestinal alkaline phosphatase; P09923; purified IAP, CDP-Star luminescence, 30 min; inhibition, % at 10 µM; 330,000 tested, 0.12% active;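 active = inhibition reaching a set limit with compound at 10 µM in the primary screen, cut at about 35% in these data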;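 also: plate controls were DMSO wells with enzyme for no effect and no-enzyme buffer wells for full effect; values of inactives mirror those of a sister screen read the other way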
mIAP activ = mouse IAP activation; muIAP, CDP-Star luminescence, 30 min; hits give high values; 1 = vehicle-only enzyme signal, 0 = enzyme-free wells; AID 2805; activation factor at 10 µM; 330,000 tested, 0.24% active;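 active = activation factor of at least 2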; also: the source names both 10 and 20 µM as test concentration; values of inactives mirror those of a sister screen read the other way
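System: mouse IAP enzyme. Reagent: CDP-Star chemiluminescent phosphatase substrate. Benchmarks: DMSO wells, no-enzyme wells. Times: 30 min enzyme-substrate-compound incubation at room temperature. Detection: luminescence from enzymatic CDP-Star hydrolysis. Doses: test compounds delivered from DMSO solution.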
Active calls of the source: *; · = no result given. These rows are one share of the data; count on the stated rates, not on these rows.

SMILES	NLRP3 yeast inh	A3A deaminase	hIAP activ	mIAP inh	SENP1 FRET inh	APOBEC3G inh	MIN6 prolif	hIAP block	mIAP activ
COc1ccccc1C(CNC(=O)c1cccc(NS(=O)(=O)c2ccc(C)c(F)c2)c1)N1CCCC1 (stereo not given)	17	-5	1	5	-7	-8	-3	-4	0.95
O=C(COC(=O)CNC(=O)c1ccc(-c2ccccc2)cc1)NCc1ccco1	10	9	1.2	0	-1	3	-4	-21	0.99
CCOC(=O)/C(C#N)=C/c1c(N2CCN(c3ccccc3)CC2)nc2c(C)cccn2c1=O	16	-6	0.8	18	-24	-10	-2	20	0.81
Cc1cc(C)cc(C(=O)Nc2c3c(nn2C(C)(C)C)CS(=O)(=O)C3)c1	7	-4	0.82	5	0	-4	-3	18	0.95
CC(C)c1cccc(OCCCCN(C)C)c1	13	-2	1.2	-8	2	-5	-2	-24	1.1
CCOC(=O)C1CCCN(C(=O)c2cc(Nc3ccc(OC)c(OC)c3)nc3ccccc23)C1 (stereo not given)	8	-1	0.86	-2	5	-4	0	14	1
Cc1ccc2oc(=O)c3cnn(CC(=O)N4CCCCC4C)c3c2c1 (stereo not given)	10	-1	0.95	2	1	-2	3	5	0.98
CC(CCc1ccccc1)N(C)CC(O)c1cccc([N+](=O)[O-])c1 (stereo not given)	16	-5	0.92	6	1	-5	0	8	0.94
CSc1nc(-c2ccco2)nn1C(=O)c1cccs1	1	-3	1.2	10	1	-5	1	-16	0.9
CCCc1nc2ccc(NC(=O)c3cccs3)cc2c(=O)n1Cc1ccccc1Cl	15	0	0.97	13	0	-4	0	3	0.87

Limited to A3A deaminase and NLRP3 yeast inh, for 4 of the compounds above:
Structure | A3A deaminase | NLRP3 yeast inh
CCOC(=O)C1CCCN(C(=O)c2cc(Nc3ccc(OC)c(OC)c3)nc3ccccc23)C1 (stereo not given) | -1 | 8
Cc1cc(C)cc(C(=O)Nc2c3c(nn2C(C)(C)C)CS(=O)(=O)C3)c1 | -4 | 7
CCCc1nc2ccc(NC(=O)c3cccs3)cc2c(=O)n1Cc1ccccc1Cl | 0 | 15
CC(CCc1ccccc1)N(C)CC(O)c1cccc([N+](=O)[O-])c1 (stereo not given) | -5 | 16

Remaining list, next part.
SMILES	NLRP3 yeast inh	A3A deaminase	hIAP activ	mIAP inh	SENP1 FRET inh	APOBEC3G inh	MIN6 prolif	hIAP block	mIAP activ
CC(=O)Nc1ccccc1C	12	-2	1	3	2	-3	-1	-1	0.97
O=C(CSc1nnc(NC(=O)c2ccco2)s1)Nc1ccc(F)cc1F	10	-3	1	2	0	-8	-1	-1	0.98
COc1cccc(CN2CCN(Cc3nc(C(C)C)cs3)CC2CCO)c1 (stereo not given)	3	-1	0.93	0	2	-4	-1	7	1
CC(c1ccccc1)C1CC(=O)N(c2ccc([N+](=O)[O-])cc2)C1=O (stereo not given)	25	-6	0.81	6	1	-8	2	19	0.94
O=C(NC1CCCC1)C(c1cccnc1)N(C(=O)c1csnn1)c1ccccc1Cl (stereo not given)	6	-1	1.1	2	0	-8	-1	-6	0.98
CCc1nc2cccnc2n1-c1ccc(CC(=O)NC(C)CC)cc1 (stereo not given)	10	-4	1	-1	-2	-8	-2	-4	1
O=[N+]([O-])c1cccc(S(=O)(=O)N2CCCCC2)c1	15	-2	0.95	0	0	-2	-2	5	1
COCCNC(=O)c1ccc2c3n(nc2c1)-c1ccc(C)cc1CO3	11	-3	1.1	2	1	-6	0	-5	0.98
CC(=O)N1CCN(CCN=CC2=C(O)CC(c3ccc(Cl)cc3)CC2=O)CC1 (stereo not given)	41	-3	0.87	-10	0	1	-1	13	1.1
Oc1[nH]c2ccccc2c1N=Nc1c(F)c(F)c(C(F)(F)F)c(F)c1F	12	4	0.96	11	8	3	-3	4	0.89
Cc1ccc(C2C3=C(CC(C)(C)CC3=O)Nc3onc(C)c32)cc1 (stereo not given)	3	-7	1.1	-4	-24	-8	-1	-11	1
CCc1ccc(Nc2cc(C(=O)NCCCN3CCOCC3)c3ccccc3n2)cc1	12	2	1	-20	-7	0	-4	-4	1.2
COc1ccc(NC(=O)Cc2ccccc2F)cn1	24	2	0.91	-3	2	0	-1	9	1
COc1nnc(-c2ccc(N3CCOCC3)c(NC(=O)c3ccco3)c2)c2ccccc12	5	2	0.91	0	3	-7	2	9	1
COc1cc(C=NCC2OCCc3ccccc32)cc(OC)c1 (stereo not given)	6	-4	1	-5	0	3	-1	-3	1
CCc1cnccc1CCC(=O)Nc1ccccc1C	26	4	1.2	-5	-2	7	0	-24	1
Cc1ccc(NC(=O)[C@@H]2CCCN2S(=O)(=O)c2ccccc2F)cc1	-8	-4	1.1	-6	-1	-6	-4	-9	1.1
O=C1S/C(=C\C=C\c2ccco2)C(=O)N1c1ccc(O)cc1	10	68	0.99	80*	-11	56	0	1	0.2
CCc1ccc(CC)c(S(=O)(=O)Nc2ccc(O)c(C(=O)O)c2)c1	2	-1	0.86	1	1	-7	4	14	0.99
Cc1cc(Cl)ccc1OCC(=O)N/N=C1\CCCc2ccccc21	30	1	1.2	2	2	0	-1	-19	0.98
COc1cc(NC(=O)C2CC(=O)N(CCc3ccccc3)C2)cc(OC)c1 (stereo not given)	14	3	1	-3	0	-2	-4	-4	1
CC(C)(C)c1ccccc1OCC(O)CN1CCN(c2ccccn2)CC1 (stereo not given)	23	-6	1.1	0	2	-8	-3	-11	1
CCOC(=O)N1CCC(C(=O)NNC(=O)c2ccc(Cl)cc2Cl)CC1	3	-2	1.4	-3	2	-1	3	-44	1
CCOC(=O)CC(=O)CSc1nc2c(cc1C#N)CCCCC2	11	0	1.1	-9	-22	2	-3	-9	1.1
COc1ccc(S(=O)(=O)N(Cc2ccccc2)c2ccccc2C(=O)N2CCOCC2)cc1	11	-3	1	7	0	-8	-1	-5	0.93
O=C(NC(Cc1ccc(F)cc1)C(=O)O)c1ccccc1 (stereo not given)	10	1	0.99	7	-1	-2	-1	0	0.93
CC(=O)c1ccc(NC(=O)C[n+]2cccc(C)c2)cc1	8	-1	0.78	-10	2	-4	0	22	1.1
Cc1occc1C(=O)O/N=C(\N)c1ccc(Cl)cc1	33	-5	1.3	0	-1	-8	-3	-26	1
COc1ccc(Nc2ncnc3c2cnn3Cc2ccc(C)cc2)cc1	-4	-1	1	2	-1	-2	-2	-4	0.98
Cc1cc(C)cc(C(=O)N2CC(C)SC2=Nc2cccc(S(=O)(=O)N(C)C)c2)c1 (stereo not given)	12	-1	0.8	4	1	-4	1	20	0.96
CCCCn1c(CN2CCN(C(=O)c3ccco3)CC2)nc2c1c(=O)n(C)c(=O)n2C	9	-3	1.1	-13	-2	-8	-3	-6	1.1
O=S(=O)(Nc1ccc(N2CCCCC2)cc1)c1ccc(F)cc1	16	-1	0.82	2	4	22	-2	18	0.98
COc1cccc(CN(C)CC(=O)NCc2ccc(F)cc2)c1OC	-2	-3	0.97	-3	-2	-13	-4	3	1
CC(C)C[C@H](NC(=O)c1nc[nH]c1C(=O)N[C@@H](CC(C)C)C(=O)OC(C)(C)C)C(=O)OCc1ccccc1	7	-1	1.2	-1	·	0	-8	-24	1
COC(=O)c1cccc(S(=O)(=O)N2CCC(n3nnc4cc(F)ccc43)CC2)c1	-5	3	0.89	-6	3	3	6	11	1.1
Cc1c(CCC(=O)NCCC(=O)O)c(=O)oc2cc3occ(-c4ccccc4)c3cc12	14	-1	0.99	5	-2	-3	-3	1	0.95
CC(C)CNc1nc(S(=O)(=O)c2ccccc2)c(Cl)s1	-11	4	1.1	-6	2	-10	3	-13	1.1
CCn1c(SCc2nc3ccccc3c(=O)[nH]2)nnc1C(C)NC(=O)c1ccccc1F (stereo not given)	22	3	0.93	-2	-1	-1	0	7	1
COc1cccc(NC(=O)c2cccnc2)c1	16	1	1.1	-10	-1	1	0	-8	1.1
O=c1c2[nH]c3ccc(F)cc3c2ncn1CCCn1ccnc1	3	2	1.2	-4	3	2	-3	-17	1
COc1ccc(-c2ccc(=O)n(CC(=O)Nc3cccc(O)c3)n2)cc1OC	10	0	1	26	-1	0	0	-4	0.74
O=C(Sc1nnnn1C1CCCCC1)c1cccs1	0	-5	0.99	-11	·	21	-3	1	1.1
COc1ccc(C(CNC(=O)c2ccc(OCc3c(C)noc3C)cc2)N2CCCC2)cc1 (stereo not given)	7	-1	0.97	-11	-1	-3	-7	3	1.1
CNC(=S)N/N=C/c1ccccc1Cl	10	2	0.98	-4	1	-1	0	2	1
COC(=O)c1cn(C(=O)c2ccc(OC)c(OC)c2)c2ccccc12	22	-3	1.1	2	0	14	-4	-6	0.98
O=C(OCCN1C(=O)c2ccccc2C1=O)c1cccc(OC(F)F)c1	31	2	1.2	-3	2	-1	0	-19	1
CC(NC(=O)Cn1cnnn1)c1cccc(C(F)(F)F)c1 (stereo not given)	11	-5	1.2	-11	3	-12	-3	-20	1.1
CN1C/C(=C\c2ccc(N3CCOCC3)cc2)C(=O)/C(=C/c2ccc(N3CCOCC3)cc2)C1	8	-10	0.84	-2	14	-12	-1	16	1
CCOCCn1c2ccccc2c2nc3ccccc3nc21	10	1	0.96	4	-23	0	4	4	0.96
c1cncc(CNc2ncnc3ccc(-c4ccc5c(c4)OCCO5)cc23)c1	-9	-2	0.98	-3	2	-4	-2	2	1
(more compounds)
SMILES	NLRP3 yeast inh	A3A deaminase	hIAP activ	mIAP inh	SENP1 FRET inh	APOBEC3G inh	MIN6 prolif	hIAP block	mIAP activ
Cc1ccc(S(=O)(=O)N2CCOC23CCN(C(=O)C(=O)NCCC(C)C)CC3)cc1	18	0	0.96	1	3	-9	1	4	0.99
CC(C)Cc1nc(SCC(=O)NCc2ccccc2)n[nH]1	16	-1	1.1	0	0	-3	0	-10	1
CCN(CC(=O)Nc1cccc(F)c1)CC(=O)Nc1ccccc1OC	7	-4	1.2	-4	2	-9	4	-19	1
O=C(COc1ccccc1)NCC(=O)N/N=C/c1cc(Br)ccc1OCc1ccccc1	9	-5	1.2	4	2	-3	-6	-22	0.96
COc1ccc(C(=O)CSc2ncn[nH]2)cc1OC	12	-4	1.3	2	3	-5	-2	-32	0.98
COc1ccc(C2N(c3cc(Cl)ccc3OC)C(=O)C3CCCN32)c(OC)c1 (stereo not given)	8	6	1.4	-1	0	2	-5	-39	1
CC1CCC2(CC1)NC(=O)N(CC(=O)N1CCN(c3ccccc3)CC1)C2=O (stereo not given)	17	1	1	-10	1	-4	2	-4	1.1
COc1ccc(/C=N/NC(=S)Nc2ccccc2)cc1COc1ccc(F)cc1	15	-4	1.2	5	2	-8	-2	-16	0.95
Cc1cccc(C(CC(=O)N2CCCC2)c2ccccc2)c1O (stereo not given)	12	-16	1.3	-8	0	-1	-1	-30	1.1
Cc1cccnc1NC(=S)NC(=O)c1cncc(Br)c1	13	4	1	0	-2	-3	0	-1	1
COCCn1nnnc1CN1CCOCC1	19	-4	1	-1	3	2	-3	-3	1
COc1cccc(NC(=O)CCC2CCN(C(=O)c3cccc(NC(C)=O)c3)CC2)c1	2	2	1	-13	0	-4	3	-4	1.1
O=C(O)c1ccc(NC2=C(N3CCOCC3)C(=O)c3ccccc3C2=O)cc1	7	-2	1.1	-5	-60	-7	0	-7	1.1
